# CHT inh – inhibitors of human choline transporter CHT; High affinity choline transporter 1 (Homo sapiens), Q9GZV3; CHT-expressing cells, membrane potential dye, choline response; stronger effect = lower value; B-score at 10 µM; 310,000 tested, 0.86% active;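 active = B-score over 3 SD under the library average, and starting fluorescence ratio not unusually high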;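 note: choline stimulus applied at its EC90 after an EC20 pre-addition; B-score computed on integrated fluorescence ratio after choline addition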
# Target sequence (Q9GZV3 whole entry, looked up): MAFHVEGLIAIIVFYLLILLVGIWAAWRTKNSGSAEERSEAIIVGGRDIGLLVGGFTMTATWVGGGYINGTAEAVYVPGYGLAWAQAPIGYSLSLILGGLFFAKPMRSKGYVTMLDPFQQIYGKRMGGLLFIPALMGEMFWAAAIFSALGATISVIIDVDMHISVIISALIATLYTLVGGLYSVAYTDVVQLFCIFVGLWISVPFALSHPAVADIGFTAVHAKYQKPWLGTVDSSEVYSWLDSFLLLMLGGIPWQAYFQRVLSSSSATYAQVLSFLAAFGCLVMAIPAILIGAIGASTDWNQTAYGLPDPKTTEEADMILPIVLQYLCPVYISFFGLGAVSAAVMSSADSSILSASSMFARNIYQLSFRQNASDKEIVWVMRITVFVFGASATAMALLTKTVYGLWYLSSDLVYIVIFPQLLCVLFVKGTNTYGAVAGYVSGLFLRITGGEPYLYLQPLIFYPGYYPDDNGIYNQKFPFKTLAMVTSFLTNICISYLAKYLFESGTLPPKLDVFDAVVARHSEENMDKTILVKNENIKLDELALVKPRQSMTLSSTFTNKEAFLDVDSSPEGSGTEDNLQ
# CHT allo act – CHT positive allosteric modulators, primary screen, cell-based, membrane potential dye, choline EC20. B-score at 10 µM. CHT-expressing cells; stronger effect = higher value; LV-AA mutant CHT in HEK293 cells. High affinity choline transporter 1 (Homo sapiens), Q9GZV3. 310,000 tested, 0.49% active;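 active = initial fluorescence not abnormally high and integrated response B-score, plate-corrected, over 3 SD above library mean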
# Starred values were filed as active, the others as inactive; i = inactive.
Molecule,CHT allo act,CHT inh
CCC(C(=O)NC1CCCC1)N(C(=O)Cn1nnc(-c2ccc(C)o2)n1)c1cnc2ccccc2c1 (centres undefined),i,i
N#Cc1nc(Cc2ccccc2)oc1NCc1ccccc1,i,i
COc1cccc(N2C(=O)Nc3ccccc3C2(O)C(=O)NCc2ccc3c(c2)OCO3)c1 (centres undefined),i,i
COc1cc(NC(=O)Cn2c(C)cc3ccccc3c2=O)cc(OC)c1OC,i,i
CCOC(=O)CC(=O)CSc1ccc2nnc(-c3cccc(F)c3)n2n1,i,i
Cc1ccc(CN2CCN(Cc3nc4c(s3)CCCC4)CC2CCO)cc1 (centres undefined),i,i
Cc1onc(-c2ccccc2)c1C(=O)N(C)CCc1ccccn1,i,i
O=C1/C(=C/c2cccnc2)Oc2cc(OS(=O)(=O)c3ccc(F)cc3)ccc21,i,i
CCOC(=O)/C(C#N)=N\Nc1cc(Cl)ccc1OC,i,i
O=C(CN1C(=O)C2CC=CCC2C1=O)OCc1cc(=O)n2cc(Br)ccc2n1 (centres undefined),i,i
O=C(Nc1ccc2c(c1)OCCO2)C(=O)c1c[nH]c2ccccc12,i,i
COC(=O)c1ccc(CSc2nnc3n(Cc4ccccc4OC)c(=O)c4ccccc4n23)o1,i,i
COC(=O)c1ccccc1S(=O)(=O)Nc1ccc(OC)nc1,i,i
CC(C)C(=O)Nc1ccc(NC(=O)c2cccs2)cn1,i,i
COc1ccc2[nH]cc(/C=C(/C#N)S(=O)(=O)c3ccccc3)c2c1,i,i
COC(=O)C1CSc2[nH]c(=O)sc2C1c1ccc(O)c(OC)c1 (centres undefined),i,i
Clc1cccc(Nc2ncnc3ccc(Br)cc23)c1,i,i
CCOCCCNS(=O)(=O)c1ccc(Br)cc1,i,i
COCCCn1cnnc1SCc1nc2sc(C(C)=O)c(C)c2c(=O)[nH]1,i,i
Cc1cc(C(=O)Nc2ccc(S(=O)(=O)N3CCOCC3)cc2)ccc1[N+](=O)[O-],i,i
CC1(C)SC(=S)N(/N=C/c2ccccc2)C1N(O)C(=O)Nc1ccc([N+](=O)[O-])cc1 (centres undefined),i,i
O=c1c2ccccc2nc(-c2ccoc2)n1CCc1ccccc1,i,i
Cc1ccc(-n2cc(CNCCN3CCOC3=O)c(-c3ccc(F)cc3)n2)cc1,i,i
O=C(Nc1cccc(F)c1)N1CC=C(c2ccc(Cl)cc2)CC1,i,i
CC1NC(=O)NC1CCCCCC(=O)NCCc1ccccc1 (centres undefined),i,i
COc1ccc(/C=C/C(=O)NC(=S)NN2CCCCC2c2cccnc2)cc1 (centres undefined),i,i
O=C(Nc1cccc([N+](=O)[O-])c1)c1ccn[nH]1,i,i
O=S(=O)(NCC1CCCO1)c1ccc(NS(=O)(=O)c2ccc(F)cc2)cc1 (centres undefined),i,i
COc1cc(CNCCc2ccccc2)ccc1OCc1ccc(Cl)nc1,i,i
O=C1c2ccccc2C(=O)N1CCCCN(C(=O)c1cc2ccccc2oc1=O)c1ccc(F)cc1F,i,i
C=C(C)CSc1nc2sc3c(c2c(=O)n1-c1ccccc1)CCN(C)C3,i,i
COc1ccc(CCC(=O)N2CCN(c3ccc([N+](=O)[O-])cc3)CC2)cc1OC,i,i
O=C(NCCNC(=O)c1cc(OCC(F)(F)F)ccc1OCC(F)(F)F)Nc1ccc(OC(F)(F)F)cc1,i,i
CCOc1cc(CN2CCc3c([nH]c4ccccc34)C2)ccc1OC,i,i
CCOC(=O)Cn1c(=O)oc2cc(S(=O)(=O)N3CCN(c4ccccn4)CC3)ccc21,i,i
Cc1ccc(S(=O)(=O)N(CC(=O)Nc2cccnc2)c2ccc(Br)cc2)cc1,i,i
Cc1ccc(Sc2ccc(NC(=O)CCl)cc2)cc1C,i,i
CCCC(=O)Nc1ccc2c(c1)nc(CCNC(=O)c1ccco1)n2C,i,i
C1CC(CN2CCOCC2)CN(Cc2nc(CC3CC3)no2)C1 (centres undefined),i,i
Cc1ccc(S(=O)(=O)/N=C(\N)Nc2nc(C)c3ccc(C)cc3n2)cc1,i,i
CC(C)(C)OC(=O)[C@H](Cc1ccccc1)NC(=O)c1[nH]cnc1C(=O)N[C@@H](Cc1ccccc1)C(=O)OCc1ccccc1,i,i
CCNC(=O)c1ccccc1-c1nc(-c2ccccc2OC)no1,i,i
NC(=S)Nc1ccc2c(c1)OCO2,i,i
COCCNC(=O)C(=O)Nc1ccc2c(c1)N(S(=O)(=O)c1cccs1)CCC2,i,i
COc1cccc(-c2cn3nc(C)c(C)nc3n2)c1,i,i
CCOC(=O)Cn1cc(Cl)c(=O)c(Cl)c1,i,i
O=C(CC1CC2CCC1C2)NCc1cccs1 (centres undefined),i,i
CCNC(=O)c1ccccc1SCc1ccccc1,i,i
COc1ccc(CNC(=O)c2ccc(Br)o2)cc1,i,i
COc1ccccc1N(CC(=O)NCC1CCCO1)C(=O)CCC(=O)Nc1nccs1 (centres undefined),i,i
COC(=O)c1[nH]c2ccccc2c1NC(=O)CN1CCN(c2cccc(Cl)c2)CC1,i,i
O=C(NNC(=S)Nc1cccc(C(F)(F)F)c1)c1ccc(Cl)cc1Cl,i,i
O=C(NC1CCCC1)C(c1ccncc1)N(Cc1ccco1)C(=O)c1ccc(-c2ccccc2)[nH]1 (centres undefined),i,i
Cc1nc(-n2nnc(CO)c2CO)nc2c1CCC2,i,i
CN1CCN(C(=O)C2(NC(=O)Nc3ccccc3Cl)CCCCC2)CC1,i,i
CC12CCC(C(=O)N(CCCN3CCN(Cc4ccccc4)CC3)C1=O)C2(C)C (centres undefined),i,i
COC(=O)CS(=O)(=O)c1cc(Br)cc2c1N(C(C)=O)CC2,i,i
O=C1CC2c3ccccc3C1C1C(=O)N(CCO)C(=O)C21 (centres undefined),i,i
O=C1NC(c2ccccc2)(C(F)(F)F)C(=O)N1Cc1cccnc1 (centres undefined),i,i
Cn1cnnc1SCC(=O)Nc1ccc2nc(SCc3cccc4ccccc34)sc2c1,i,i

# (cont.)
Molecule,CHT allo act,CHT inh
CCOC(=O)N1CCC(NC(=O)c2cc(-c3ccc(F)cc3)[nH]c2C)CC1,i,i
Cc1ccc(S(=O)(=O)NCc2cccnc2)cc1C(=O)NC1CCCCC1,i,i
CC(=O)c1cc2c(cc1NC(=O)CN1CCCCC1C)OCO2 (centres undefined),i,i
Cc1ccccc1NC(=O)CCCC(=O)c1ccccc1,i,i
CC(C)C(=O)Nc1ccc(C(=O)NNC(=S)NC(=O)c2ccco2)cc1,i,i
COc1ccc(N(C(=O)C2CSC(=O)C2)C(C(=O)NC(C)(C)C)c2ccncc2)cc1 (centres undefined),i,i
COc1ccc(OC)c(NC(=O)CSCC(=O)O)c1,i,i
COc1ccc(N2CCN(C(=O)COc3ccc(S(=O)(=O)N4CCOCC4)cc3C)CC2)cc1,i,i
C/C(NC(=O)c1cccc(F)c1)=C1/C(=O)C[C@@H]2[C@H]1C2(C)C,i,i
CCOC(=O)/C(C#N)=C/c1ccc(OCC(=O)Nc2ccc(OC)cc2)c(OC)c1,i,i
Cc1ccc(C)c(NC(=O)C2Cc3ccccc3CN2C(=O)OCc2ccccc2)c1 (centres undefined),i,i
CCc1cccc(C)c1NC(=O)CN(C)S(=O)(=O)c1ccc(-c2ccc(=O)[nH]n2)s1,i,i
CCCCc1ccc(NS(=O)(=O)N(C)C)cc1,i,i
CSc1ncccc1C(=O)OCC(=O)NCCC1=CCCCC1,i,i
C[C@@H]1Cc2c(O)c(O)cc(O)c2C(=O)O1,i,i
CCOc1ccc(N2CCc3c(C)nc(SC)nc32)cc1,i,i
CCN(CC)S(=O)(=O)c1cccc(-c2n[nH]c(=S)n2C(C)COC)c1 (centres undefined),i,i
COc1ccc(/C=N/N=C/c2ccc(OC)cc2)cc1,i,i
COCC(CN1CCN(C2=NS(=O)(=O)c3ccccc32)CC1)OC(=O)c1ccc(OC)cc1 (centres undefined),i,i
COCCN1Cc2c(sc(C)c2C)N(C(=O)c2ccccc2)C1,i,i
COc1ccc(/C=C/C2=NC(=C\N(C)C)/C(=O)O2)cc1,i,i
COC(=O)c1cc(=O)n(-c2ccc(C(F)(F)F)cc2)[nH]1,i,i
CCOc1nc(NCc2ccco2)nc(Nc2ccc(OC)cc2)n1,i,i
CCCCC/S(CC1CC1(Cl)Cl)=N\S(=O)(=O)c1ccc(C)cc1 (centres undefined),i,i
Cc1occc1-c1nnc(SCC(=O)c2ccc(F)cc2)n1Cc1ccco1,i,i
O=C(C1CC1)N(CCN(C(=O)C1CC1)c1ccccc1)c1ccccc1,i,i
O=C(O)CCNC(=O)c1ccc(NC(=O)C(c2ccccc2)c2ccccc2)cc1,i,i
Cc1c(C(=O)Nc2ccccc2)sc2nc[nH]c(=O)c12,i,i
Cc1ccc2nc(-c3ccc(N4C(=O)CC(N5CCC(C(N)=O)CC5)C4=O)cc3)sc2c1 (centres undefined),i,i
CCOC(=O)C1=C(COC(=O)COc2cc(C)ccc2C)NC(=O)NC1C (centres undefined),i,i

# Rewritten with two lines to a compound: part of the list above
# Under each structure: CHT allo act | CHT inh
- O=C(CC1CC2CCC1C2)NCc1cccs1 (centres undefined)
 : i | i
- CCNC(=O)c1ccccc1SCc1ccccc1
 : i | i
- COc1ccc(CNC(=O)c2ccc(Br)o2)cc1
 : i | i
- COc1ccccc1N(CC(=O)NCC1CCCO1)C(=O)CCC(=O)Nc1nccs1 (centres undefined)
 : i | i
- COC(=O)c1[nH]c2ccccc2c1NC(=O)CN1CCN(c2cccc(Cl)c2)CC1
 : i | i

# Further structures
Molecule,CHT allo act,CHT inh
CC(=O)Nc1ccc(S(=O)(=O)N(Cc2ccccc2)c2ccccn2)cc1,i,i
Cc1ccccc1CN1CCN(c2nc3ccccc3s2)CC1,i,i
Cc1c(C(=O)N2CCN(c3ccccn3)CC2)cccc1[N+](=O)[O-],i,i
COc1ccc(-n2c(C)c(C)c3c(NCCN(C)C)ncnc32)cc1,7*,i
Cc1nnc(SCc2ccc(C(=O)Nc3cc(Cl)ccc3C)cc2)s1,i,i
C=CCON/C(CCC)=C1\C(=O)C(C(=O)OC)C(C)(C)CC1=NC (centres undefined),i,i
CCOc1cc(C(=O)Nc2ccc(S(=O)(=O)Nc3cc(C)on3)cc2)cc(OCC)c1OCC,i,i
CCOc1ccc(OCCC(=O)OCC(=O)NC2CCCCC2)cc1,i,i
COCC(C)n1c(SCC(=O)c2cc(C)n(C)c2C)nc2ccccc2c1=O (centres undefined),i,i
CCSc1nnc(-c2sc3nnc(-c4ccccc4)c(-c4ccccc4)c3c2N)o1,i,i
COC1CCCN(Cc2cn(C)nc2-c2ccc(Oc3ccccc3)cc2)C1 (centres undefined),i,i
COc1ccc(CCNC(=O)COc2ccc(N(C)S(=O)(=O)c3ccc(C)cc3)cc2)cc1,i,i
CCOC(=O)c1ccc(NC(=O)Nc2cccc(C)n2)cc1,i,i
CC(Sc1nc2ccccc2o1)C(=O)O (centres undefined),i,i
CCCCCc1ccc(CC(=O)O)cc1,i,i
CCOC(=O)c1cnc2ccc(OC)cc2c1Nc1ccc(N2CCN(C)CC2)cc1,i,i
Cc1cc(C)cc(OCC(=O)OCC(=O)c2cc(C)n(C3CC3)c2C)c1,i,i
CCOC(=O)C1CCN(c2ccc(C(N)=O)cc2[N+](=O)[O-])CC1,i,i
O=Cc1cccn1-c1sc2c(c1C(=O)O)CCCC2,i,i
Cc1cc(=O)[nH]c(=S)n1-c1ccccc1,i,i
CC(NC(=O)c1cccs1)c1ccc(Cl)cc1 (centres undefined),i,i
O=C(O)c1cc(-c2ccc3ccccc3n2)nc2ccccc12,i,i
Cc1[nH]c(C)c(S(=O)(=O)N2CCCCC2)c1C(=O)N1CCCC1,i,i
CC(C)C(=O)NC(c1ccccc1Cl)c1c(O)ccc2ccccc12 (centres undefined),i,i
Cc1cc(Oc2ccc(N)cn2)cc(C)c1Cl,i,i
Cn1c(CNC(=O)Cc2ccc3c(c2)OCO3)nnc1SCc1ccccc1,i,i
COc1cccc2[nH]c3c(N4CCCCC4)ncnc3c12,i,i
COC(=O)c1c(N)sc(C(=O)N2CCOCC2)c1C,i,i
CC(C)(Oc1ccc(Cl)cc1)C(=O)Nc1c2c(nn1C(C)(C)C)CS(=O)(=O)C2,i,i
O=C(Nc1cccc(Cl)c1)c1ccccc1NC(=O)C1CCCCC1C(=O)O (centres undefined),i,i

# A different layout for some results above:
# Values in the order – CHT allo act | CHT inh
- Cc1nnc(SCc2ccc(C(=O)Nc3cc(Cl)ccc3C)cc2)s1
→ i | i
- CC(C)C(=O)NC(c1ccccc1Cl)c1c(O)ccc2ccccc12 (centres undefined)
→ i | i
- COc1cccc2[nH]c3c(N4CCCCC4)ncnc3c12
→ i | i

# Going on with the list.
Molecule,CHT allo act,CHT inh
O=C(CCCC(=O)N(CC(=O)NC1CCCCC1)Cc1ccccc1)Nc1ccccn1,i,i
CCNc1nc(C)c(CN(C(C)=O)c2ccccc2)nc1C#N,i,i
Cc1cccc(N(CC(=O)NC(C)C)C(=O)c2ccc(N3CCCC3)nc2)c1,i,i
Cc1cc(C)nc(N/N=C/C2=C(O)CC(c3ccc(F)cc3)CC2=O)n1 (centres undefined),i,i

# Reprinted at random: two compounds from above.
Molecule,CHT allo act,CHT inh
COc1ccc(/C=C/C(=O)NC(=S)NN2CCCCC2c2cccnc2)cc1 (centres undefined),i,i
COCCNC(=O)C(=O)Nc1ccc2c(c1)N(S(=O)(=O)c1cccs1)CCC2,i,i
